# UDG counter: counter-screen for AID inhibitors: uracil-DNA glycosylase inhibition; FRET deamination/UDG coupled assay, UDG read, 4 h; Potency, µM (highest dose often 115 µM), without a hit: top-dose activity change, negative = inhibition, actives largely listed as inhibitors; 0.14% of 91,000 active; further: nearly all actives have a fitted effect of over 65% in size
# AID inhibitor: inhibitors of human activation induced cytidine deaminase | 0.32% of 91,000 active | AID deamination FRET fluorescence, UDG-coupled, 4 h | Potency, µM (titrated, usually from 115 µM), for the others: top-dose activity change, negative = inhibition, usual class: inhibitors | Q9GZX7; further: nearly all actives have a fitted effect of over 25% in size
# Target sequence (Q9GZX7 whole entry, looked up): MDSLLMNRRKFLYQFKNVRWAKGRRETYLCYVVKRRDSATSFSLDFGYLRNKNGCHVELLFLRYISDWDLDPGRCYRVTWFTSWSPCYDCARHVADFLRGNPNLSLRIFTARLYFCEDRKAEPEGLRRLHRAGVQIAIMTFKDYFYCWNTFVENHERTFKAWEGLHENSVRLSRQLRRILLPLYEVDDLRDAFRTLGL
# Active calls of the source: *; ? = inconclusive; & = joins results of further samples; [ ] = remark or other dose. The call rests on the fitted dose curve; in most records, active means well fitted curve in the direction sought with a large enough effect; inconclusive means small, poorly fitted or top-dose-only effect, or another doubt; inactive means no such curve, though single readings can be large; an effect the other way counts as inactive or inconclusive. On the % scale 0 is the no-effect control and ±100 the full control effect; potency means the concentration at half of the fitted maximal effect. This is a subset (hit frequency here may not be typical).
SMILES,UDG counter,AID inhibitor
CCCCC1CCC(C(=O)Oc2ccc(OCC)cc2)CC1 (centres undefined),-1%,0%
COCCNC(=O)CCn1nc(-c2ccc(C)cc2)c2ccccc2c1=O,6%,-9%
Cc1nc(N2CCCC2)ncc1C(=O)N1CCN(c2ccc(Cl)cc2)CC1,14%,-6%
CCOc1ccc(NC(=O)CSc2nc3cc(C)[nH]c3c(=O)n2C)cc1,6%,2%
COc1ccc(NS(=O)(=O)c2ccc3nc(-c4ccccc4)[nH]c3c2)cc1,6%,3%
COc1ccc(N2CCN(C(CNC(=O)c3ccc(OC)c(OC)c3)c3cccnc3)CC2)cc1 (centres undefined),8%,8%
Cc1ccc(S(=O)(=O)N2CCC(C(=O)OC(C)C(=O)N3CCCCCC3)CC2)cc1C (centres undefined),-2%,-1%
Cn1c(SCC(N)=O)nc2c([nH]c3ccccc32)c1=O,-6%[57.5 µM],3%
Cn1c(=O)c(=O)n(C)c2cc(N3CCCC3)c(NC(=O)c3ccccc3F)cc21,9%,22%
Cc1cccc(CS(=O)(=O)Cc2ccc(C#N)cc2)c1,-3%,-2%
CC1CCCN(c2ccc(C(=O)O)cc2NS(=O)(=O)c2ccc(Br)s2)C1 (centres undefined),8%,-7%
CCCCNc1nc2c(c(=O)n(C)c(=O)n2C)n1CC(O)COc1ccccc1C (centres undefined),-13%,-8%
CCn1cc(C(=O)N2CCN(c3ccccc3)CC2)c(=O)c2cc(S(=O)(=O)N3CCCC3)ccc21,-15%[57.5 µM],-4%[57.5 µM]
CC(=O)c1sc(N2C(=O)c3oc4ccccc4c(=O)c3C2c2ccc(C)cc2)nc1C (centres undefined),15%[57.5 µM],43%[activator][57.5 µM]
CN(C)S(=O)(=O)c1ccc2oc(SCCOc3ccccc3F)nc2c1,4%,-2%
Cc1cc(Cl)cc(Cl)c1OCC(=O)Nc1cccc(NC(=O)c2ccco2)c1,?,-25%
C/C(=N/Nc1ccc(S(=O)(=O)Nc2ccc(C)cc2C)cc1[N+](=O)[O-])c1ccco1,-9%,-12%
O=C(COC(=O)c1ccccc1OCc1ccccc1Cl)c1ccc(C2CCCCC2)cc1,-8%,-2%
CCc1ccc(OCC(=O)N(Cc2ccc(Cl)cc2)C2CCS(=O)(=O)C2)cc1 (centres undefined),-23%,?
Cc1ccc(N2CCN(S(=O)(=O)c3ccc4oc(=O)c5ncn(C)c5c4c3)CC2)c(C)c1,-7%[57.5 µM],8%
Fc1ccc(C=Nc2cccc3c(N=Cc4ccc(F)cc4)cccc23)cc1,?,-20%
COc1cccc(Nc2nc(-c3cccc(N4C(=O)c5ccccc5C4=O)c3)cs2)c1,0%,4%
CCn1c(SCc2coc(-c3cccs3)n2)nnc1C1CC1,2%,4%
COc1ccc(CCNC(=O)CCCCn2c(=O)c3ccccc3n(Cc3ccc(F)cc3Cl)c2=O)cc1OC,1%,18%
CCOC(=O)c1ccc(NC(=O)c2cc3c(n(-c4ccc(C)cc4)c2=O)CC(C)(C)CC3=O)cc1,-14%,-4%
CCN(Cc1ccccc1)C(=O)c1sc2nc3n(c(=O)c2c1C)CCCC3,0%,?
CCOc1ccccc1NC(=O)C(=O)c1cc(C)n(-c2ccc(F)cc2)c1C,-14%,-6%
Cc1ccccc1Cn1c(CN(C)Cc2ccccc2)nc2c1c(=O)n(C)c(=O)n2C,-20%,-31%
CSc1ccc(/C=N/NC(=O)C2CC2)cc1,2%,-1%
C=CCNC(=O)c1cc2cc(Cl)ccc2nc1C,-1%,-5%

# Whole records, looked up by structure. Values in the order: UDG counter | AID inhibitor
# `CCn1c(SCc2coc(-c3cccs3)n2)nnc1C1CC1` reads 2% | 4%
# `Fc1ccc(C=Nc2cccc3c(N=Cc4ccc(F)cc4)cccc23)cc1` reads ? | -20%
# `CSc1ccc(/C=N/NC(=O)C2CC2)cc1` reads 2% | -1%
# `C=CCNC(=O)c1cc2cc(Cl)ccc2nc1C` reads -1% | -5%

# The results go on.
SMILES,UDG counter,AID inhibitor
CCOC(=O)C(Cc1ccccc1)NC(=O)CCc1c(C)nc2c(c(C)nn2-c2ccc(C)c(C)c2)c1C (centres undefined),2%,14%
O=C(Cc1cccc(C(F)(F)F)c1)NC1(c2ccccc2)CCC1,2%,10%
COc1ccc2cc(C(=O)NCCC(=O)N(C)C)c(C)nc2c1,-8%,4%
CCOc1ccc(CNC(=O)c2ncoc2-c2cccs2)cc1,-8%,-12%
Cc1ccc(NC(=O)CC(C)C)cc1,7%,9%
Cc1cccc2c(C(=O)O)cc(-c3cccnc3)nc12,-6%&5%,-1%&3%
CC(CC(=O)Nc1ccc(Br)cc1F)S(=O)(=O)c1ccc2c(c1)NC(=O)CO2 (centres undefined),-6%[57.5 µM],-16%
CC1=C(c2ccc(C)c(C)c2)S(=O)(=O)N=C1N1CCC(C(=O)Nc2cccc(F)c2)CC1,23%,-14%
COC(=O)c1cc(NCc2ccc(C)cc2)ccc1N1CCOCC1,-4%,-4%
COc1ccc2cc3cc(C(=O)NCc4ccc(C)cc4)oc3nc2c1,12%,10%
CC(=O)c1ccc(NC(=O)C2CCN(S(=O)(=O)c3c(C)noc3/C=C/c3ccc(C)cc3)CC2)cc1,6%,-8%
COc1ccc(CCNC(=O)Cn2nc(-c3ccc(OC)cc3)ccc2=O)cc1,-14%,-18%
Cc1ccc(C(=O)OCCCN(C)C)cc1,6%,3%
Cc1cccc(N2CCN(C(=O)Cn3ncc4c3-c3ccccc3OC4)CC2)c1C,?,?
CCN(C(=O)CSc1nc2ccccc2nc1Cc1cccc(OC)c1)c1cccc(C)c1,?,?
COc1cc(C(=O)N2CCN(CCc3ccncc3)CC2)cc(OC)c1OC,8%[57.5 µM],5%
CCOC(=O)c1cnc2nc(NCc3cccc(Br)c3)[nH]n2c1=O,-20%,-29%
Cc1coc2c(C)c3oc(=O)c(CCC(=O)NCCc4ccccc4F)c(C)c3cc12,7%,-4%
COC(=O)c1cc2oc3ccccc3c2n1CC(=O)Nc1ccc(OC)c(OC)c1OC,0%,-10%
N#Cc1ccccc1CNc1ccc(F)c(Cl)c1,4%,-5%
Cc1ccc(-c2csc(Nc3ccccc3)n2)c(C)c1,-12%,?
O=C(Nc1ccc(F)cc1)c1nc(SCc2ccccc2F)ncc1Cl,-5%,-9%
Cc1cccc(C(=O)N2CCC(c3nc4cc(C(F)(F)F)ccc4s3)CC2)n1,3%,12%
c1cc(-c2nn[nH]n2)cs1,0%,-3%
COc1ccc(CNC(=O)CSc2nnc(C)c3c(C)n(-c4ccccc4)nc23)c(OC)c1,-6%,-20%
C=CCNc1nc(C(=O)OC(C)C(=O)NCC(=O)Nc2c(C)cccc2C)cs1 (centres undefined),-9%,-5%
Nc1nccnc1C(=O)NCCC12CC3CC(CC(C3)C1)C2,-4%,-13%
CC(CC(=O)O)CC(=O)NCCN1CCCCC1 (centres undefined),-3%,8%
Cc1ccc2oc3c(c(=O)c2c1)C(c1ccc(O)cc1)N(c1nc(C)c(C)s1)C3=O (centres undefined),2%,-1%
CC1CCN(S(=O)(=O)N2CCCC(c3nncn3C)C2)CC1 (centres undefined),-8%,-3%
Cc1cc(/C=C(/C#N)c2ccc(C(F)(F)F)cn2)cc(C)c1OCc1ccccn1,-6%,0%
CCc1cc(=O)n(CC(=O)N2CCCCC2CC)c(-c2ccccc2)n1 (centres undefined),-8%,-14%
COc1cc(C(=O)NCC(c2ccc(N(C)C)cc2)N2CCCC2)cc(OC)c1OC (centres undefined),7%,-15%
O=C(NCCc1ccccc1)C(=O)NCC(c1cccnc1)N1CCN(c2ccccc2F)CC1 (centres undefined),7%,-2%
N#C/C(=C/c1cccc(Br)c1)Sc1ccc(Br)cc1,-1%,-3%
Cc1ccc(-n2cccc2C=O)cc1C,3%,-5%
COc1ccc(CNC(=O)c2cc(C)nc3c2c(C)nn3-c2cccc(Cl)c2C)cc1,-7%,-24%
CCCCn1c(=O)n(CC(=O)Nc2ccc(C)cc2)c(=O)c2c1ncn2Cc1ccco1,-5%,6%
Fc1cccc(/C=C/c2nc3cc(-c4ccccc4)ccc3o2)c1,3%,-3%
Cc1ccc2c(c1)c1c(c(=O)n(-c3ccccc3)c(=O)n1CC(=O)c1ccc(F)cc1)n2C,6%,1%
COc1ccc(OC)c(C2=NS(=O)(=O)N(C)C(C(=O)Nc3ccc(C(C)=O)cc3)=C2)c1,16%,16%
Cc1ccc(S(=O)(=O)CCC(=O)Oc2ccc(C(C)C)cc2)cc1,2%,-8%
O=S(Cc1ccc(Cl)cc1)Cc1c(Cl)cccc1Cl (centres undefined),-1%,-18%
O=C(O)CCc1ccc(S(=O)(=O)Nc2ccccc2C(=O)Nc2ccccc2)cc1,0%,-8%
COC(=O)c1cccc(NC(=O)c2ccc3c(c2)CC(c2ccc(F)cc2)OC3=O)c1 (centres undefined),-1%,1%
COc1ccc(CNC(=O)CC(c2ccc(OC)cc2)N2Cc3ccccc3C2=O)cc1 (centres undefined),8%,-6%
O=[N+]([O-])c1ccc(/C=N/c2nc3c(s2)CCCC3)cc1,-6%,-3%
CCc1nnc(SCC(=O)Nc2ccc(F)cc2F)c2cc3sc(C)cc3n12,6%,2%
COc1ccc(NCc2cc3cc4c(cc3n(CC(=O)Nc3cccc(F)c3)c2=O)OCO4)cc1,-6%,?
Cc1ccc(-c2csc(N)c2C#N)c(C)c1,1%,-3%

# Compounds listed so far containing a nitro group on carbon (2):
SMILES,UDG counter,AID inhibitor
C/C(=N/Nc1ccc(S(=O)(=O)Nc2ccc(C)cc2C)cc1[N+](=O)[O-])c1ccco1,-9%,-12%
O=[N+]([O-])c1ccc(/C=N/c2nc3c(s2)CCCC3)cc1,-6%,-3%

# (continued)
SMILES,UDG counter,AID inhibitor
Cc1cc(-n2c(C)nc3ccccc3c2=O)ccc1NC(=O)c1ccc(C)c([N+](=O)[O-])c1,?,12%
C=C(C)c1cccc(C(C)(C)NC(=O)NC(CC)CO)c1 (centres undefined),2%,2%
O=C(CSc1nnc2ccccn12)N1CCN(Cc2ccccc2)CC1,0%,-10%
COc1cc(OC)cc(C(=O)Oc2ccc(-c3ccccc3)cc2)c1,-6%,-8%
CC(C)=CCN1CCN(CCO)CC1,1%,0%
Cc1ccc(CNc2oc(-c3ccc(S(=O)(=O)N(C)C)cc3)nc2C#N)cc1,-15%,-7%
Cc1ccc(Cn2c(C(=O)Nc3ccc(Cl)cc3)cc3sccc32)cc1,-11%,0%
CCCCN(C)CC(O)Cn1cc(/C=C/C(=O)c2ccc(OC)c(OC)c2)c2ccccc21 (centres undefined),-16%,?
CCc1nc(CN(CC)Cc2cccs2)cs1,11%,5%
O=c1[nH]c(N2CCOCC2)nc2nccc(-c3ccsc3)c12,5%,5%

# Single values from the entries so far:
# `CCc1nc(CN(CC)Cc2cccs2)cs1` – AID inhibitor = 5%
# `CC(C)=CCN1CCN(CCO)CC1` – AID inhibitor = 0%
# `Cc1ccc(CNc2oc(-c3ccc(S(=O)(=O)N(C)C)cc3)nc2C#N)cc1` – AID inhibitor = -7%
# `C=C(C)c1cccc(C(C)(C)NC(=O)NC(CC)CO)c1` (centres undefined) – UDG counter = 2%
# `Cc1ccc(Cn2c(C(=O)Nc3ccc(Cl)cc3)cc3sccc32)cc1` – AID inhibitor = 0%
# `COc1cc(OC)cc(C(=O)Oc2ccc(-c3ccccc3)cc2)c1` – UDG counter = -6%

# Other entries.
SMILES,UDG counter,AID inhibitor
O/N=c1/oc2cc3occ(-c4ccc(F)cc4)c3cc2c2c1CCC2,-12%,-3%
O=C(Nc1cccc(C(F)(F)F)c1)C1CCCN(S(=O)(=O)c2cccc3nsnc23)C1 (centres undefined),-9%,10%
N#C/C(=C\c1ccc(OCc2cccc(C(=O)O)c2)cc1)C(=O)N1CCOCC1,0%,-5%
Cn1c(C(=O)Nc2cccc(Cl)c2)cc2c(=O)n(C)c3ccccc3c21,-10%,4%
Cc1nn(CC(=O)NCc2ccco2)c(=O)c2cc3ccccc3n12,6%,10%
COc1cc2nc(SCC(=O)Nc3ccccc3F)n3nc(-c4ccccc4)nc3c2cc1OC,-1%,3%
CN(Cc1ccc(C(=O)NCC(F)(F)F)cc1)C(=O)/C=C/c1ccccc1,-6%,-2%
COc1ccc(N2CCN(C(=O)C(C)n3c(=O)cc(C(F)(F)F)c4c(C)nn(C)c43)CC2)cc1 (centres undefined),-22%,?
COc1cccc(N2CC(NC(=O)C3CC3)CC2=O)c1 (centres undefined),3%,-1%
Cc1c(C(=O)O)nnn1-c1cccc(Br)c1,4%,-1%
CCOC(=O)c1[nH]c(C)c(CNCCc2ccc(OC)c(OC)c2)c1C,-5%,3%
COc1ccc(N2CCN(S(=O)(=O)c3ccc(-c4cc(C(F)(F)F)on4)s3)CC2)cc1,3%,3%
COc1ccc(CNC(=O)CSc2ccc3c(c2)OCCCO3)cc1,-3%,-3%
O=C(Cc1ccccc1F)N(Cc1ccco1)C1CC1,8%,5%
Cc1ccc(CNS(=O)(=O)c2ccc(N3C(=O)C(C)CS3(=O)=O)cc2)cc1 (centres undefined),-5%,-4%
CCCN1CCN(CCNC(=O)Nc2ccc(OC)c(OC)c2)CC1,-7%,-4%
COc1ccc(OC)c(NS(=O)(=O)c2ccc(Br)s2)c1,5%,34%[activator]
Cc1ccc(C(=O)NC(C)C)cc1,-5%,-7%
Cc1ccsc1C(=O)N(C)C1CCN(CCc2ccccn2)CC1,0%,-7%
Cc1ccc(S(=O)(=O)C(CNC(=O)Cc2ccc(Cl)cc2)c2cccs2)cc1 (centres undefined),2%,-5%
O=C(Cc1ccc(F)cc1)NNC(=O)c1ccc2[nH]c3c(c2c1)CCCC3,-5%,0%
CCOc1ccc2c(=O)c(Oc3ccc(C(=O)OC)cc3)c(C)oc2c1,7%,-9%
CN(C)CCN1C(c2ccccc2)=CC(=C(C#N)C#N)C2=C1CCCC2,-11%,-16%
Cc1ccc(NC(=O)c2cc3c(=O)n(Cc4ccco4)ccc3nc2C)cc1C,-6%[57.5 µM],-20%
CCC(=O)N1c2ccccc2CC1C(=O)N1CCN(c2ccccc2)CC1 (centres undefined),-2%,0%

# Source: PubChem
